High-throughput results (PubChem)
5HT1a antag – 5-HT1a (human) receptor antagonism | P08908 | CHO 5-HT1a Ga15 NFAT-bla reporter, antagonist mode | 62,000 compounds, 0.68% hits | AID 612 | inhibition, % at 10 µM;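 active = inhibition above the mean of all tested compounds plus 3 SD, cut at about 43% in these data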;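 note: receptor stimulated by 5-CT agonist at 100 nM near EC80; beta-lactamase reporter measured by ratiometric fluorescence of a cleavable substrate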
Target sequence (P08908 whole entry, looked up): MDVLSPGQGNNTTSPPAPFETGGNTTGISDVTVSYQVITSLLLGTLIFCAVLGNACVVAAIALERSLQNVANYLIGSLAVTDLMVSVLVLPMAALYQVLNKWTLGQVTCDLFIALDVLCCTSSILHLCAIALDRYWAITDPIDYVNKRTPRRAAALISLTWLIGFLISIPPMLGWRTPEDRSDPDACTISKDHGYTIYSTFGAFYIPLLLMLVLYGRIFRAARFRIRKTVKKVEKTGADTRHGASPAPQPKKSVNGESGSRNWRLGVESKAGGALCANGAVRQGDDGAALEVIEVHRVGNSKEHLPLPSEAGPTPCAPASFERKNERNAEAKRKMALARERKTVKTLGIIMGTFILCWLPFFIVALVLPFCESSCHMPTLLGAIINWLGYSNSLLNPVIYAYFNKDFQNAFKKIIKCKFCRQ
Fluor 339 460 – intrinsic fluorescence of library compounds, ex339/em460 – biochemical, MLSMR library, data from DPM-DC assay, artefact control, profiling panel; compound autofluorescence, ex339/em460 nm, NADH buffer; stronger effect = higher value; 1 = no-compound wells, NADH background; fluorescence fold increase at 10 µM; 65,000 compounds, 5.5% hits;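 active = at 10 µM, mean starting fluorescence two-fold or more over control wells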;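 note: signal is the first read of a kinetic run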
HTR1E antagonist – blocks the human 5-HT1E serotonin receptor | inhibition, % at 6 µM | CHO 5-HT1E Ga15 NFAT-bla reporter, FRET, antagonist | P28566 | AID 571 | 65,000 compounds, 0.99% hits;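 active = inhibition above a set limit, the mean inhibition across every tested compound plus 3 SD, cut at about 29% in these data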;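 note: signal is the 460 over 535 nm emission ratio of beta-lactamase substrate; 0% = agonist plus DMSO wells and 100% = wells without agonist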
Target sequence (P28566 whole entry, looked up): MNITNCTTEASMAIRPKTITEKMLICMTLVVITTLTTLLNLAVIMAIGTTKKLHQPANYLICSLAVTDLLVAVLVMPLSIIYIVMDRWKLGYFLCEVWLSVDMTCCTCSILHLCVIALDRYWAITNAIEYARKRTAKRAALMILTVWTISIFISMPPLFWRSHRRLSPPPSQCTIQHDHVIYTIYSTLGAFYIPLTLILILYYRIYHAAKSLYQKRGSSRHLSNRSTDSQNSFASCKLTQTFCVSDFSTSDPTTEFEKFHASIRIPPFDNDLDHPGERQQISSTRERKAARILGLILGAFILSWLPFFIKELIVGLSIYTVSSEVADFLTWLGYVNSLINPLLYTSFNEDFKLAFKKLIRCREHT
MMP-13 inhibitor – inhibitors of human MMP13 | P45452 | MMP-13 fTHP FRET cleavage, Mca fluorescence | inhibition, % at 4 µM | 65,000 compounds, 0.07% hits | AID 570;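 active = inhibition above the mean of compound-free control plate wells plus 3 SD, cut at about 14% in these data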;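 note: 0% = DMSO wells and 100% = wells with reference MMP-13 inhibitor after basal subtraction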
S1P1 ag-PAM – agonists and agonism potentiators of human S1P1 receptor. S1P1 CRE-bla cells, forskolin, beta-lactamase FRET, potentiator mode; S1P1 agonist co-added at EC20, 2 nM; 100% = saturating reference agonist, 0% = basal. P21453. activation, % at 9.5 µM. 56,000 compounds, 0.57% hits;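 active = activation above a cutoff set at the mean activation of all tested compounds plus 3 SD, cut at about 54% in these data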;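 note: forskolin at 4 µM as EC80 and the EC20 agonist is SEW2871; 100% = SEW2871 at its EC100 plus forskolin at EC80; some compounds past the cut are filed as inactive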
S1P3 agonist – S1P3 (human) receptor agonism | activation, % at 4.5 µM | 60,000 compounds, 0.1% hits | S1P3 NFAT-BLA reporter cells, FRET ratio; relative to 1 µM S1P, basal subtracted | Q99500;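 active = activation above the screen-wide mean plus 3 SD, cut at about 4.5% in these data, passing the limit was not always enough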; note: some compounds called inactive have numbers as strong as hits
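Measure – % activation relative to 1 µM S1P (100%), per plate · System – stable CHO line with human S1P3, Gα16, NFAT-BLA reporter · Timing – cells plated overnight, compound 4 h 37 °C, substrate 2 h RT · Technique – fluorescent BLA substrate, ex 405 nm, em 460/535 nm ratio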
A340 absorber – compounds absorbing at 340 nm; AID 708; fold change at 10 µM; compound absorbance at 340 nm, fold over control; 65,000 tested, under 10 active;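 active = at 10 µM dose, initial 340 nm absorbance at least 2 fold that of control wells; inactive = change under 2 fold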;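 note: initial absorbance extrapolated from kinetic A340 decline of NADH oxidation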
HTR1E agonist – agonists of human 5-HT1E serotonin receptor; P28566; CHO 5-HT1E Ga15 NFAT-bla reporter, FRET; 0% DMSO wells, 100% control agonist wells; activation, % at 6 µM; 65,000 compounds, 0.69% hits;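 active = activation above a set limit, the screen-wide mean activation plus 3 SD, cut at about 8.5% in these data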;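 note: 100% = positive control agonist at 1 µM giving full maximal response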
Her2 expr inh – lowers expression of human Her2 kinase | P04626 | SKBR-3 HER2 protein level, AlphaScreen, 18-24 h; stronger effect = lower value | HER2 level % of control, % at 10 µM | 65,000 compounds, 0.69% hits | AID 645;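 active = HER2 level under 5% of the carrier-only control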;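 note: 100% = DMSO carrier and 0% = 500 nM PU-H71 HSP90 inhibitor; lower value means stronger loss of Her2 protein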
Starred values were filed as active, the others as inactive; i = inactive; · = not tested or not shown; [ ] = another dose, or the depositor's remark.

SMILES	5HT1a antag	Fluor 339 460	HTR1E antagonist	MMP-13 inhibitor	S1P1 ag-PAM	S1P3 agonist	A340 absorber	HTR1E agonist	Her2 expr inh
COc1ccc(CCNC(=O)Cn2c(-c3nonc3N)nc3ccccc32)cc1OC	8	1.1	-2	-1	6	-0.3	1	-0.3	90
CN1CCN(CCCNC(=O)CCCOc2cc(=O)n(C)c3ccccc23)CC1	2	1	-2	-5	-9	-0.2	1	-0.4	122
COc1ccc(CCNC(=O)c2ccccc2NC(=O)c2ccco2)cc1OC	4	1.1	-4	4	-20	-0.3	1	0.6	106
CCn1c2ccccc2c2nnc(SCC(=O)Nc3ncccn3)nc21	-5	0.97	13	6	-44	-0.6	1.1	2.8	41
CC(=O)NC(Cc1c[nH]c2ccccc12)C(=O)Nc1ccc2c(c1)OCO2 (configuration not stated)	-3	1.1	5	2	5	0.2	1	-0.8	91
O=S(=O)(/N=S1/CC=CCN1S(=O)(=O)c1ccccc1)c1ccccc1 (configuration not stated)	19	1	0	-1	·	·	1	-0.8	72
Cc1ccc2c(c1)-c1c(cnn1CC(=O)N(CCC#N)c1ccccc1)CO2	-12	1	2	4	5	-1.5	1.1	-0.9	97
Cc1oc(-c2ccccc2F)nc1CS(=O)(=O)CC(=O)NCCN(C)C1CCCCC1	5	1	6	2	-8	-1.2	1.1	0.1	107
Cc1csc(NC(=O)CSc2nnc(-c3ccco3)n2C)n1	7	1.1	-1	2	-8	-2.0	0.99	0.2	99
COc1ccc(S(=O)(=O)N(CC(=O)NCc2ccco2)C2CCCCC2)cc1OC	11	1.1	8	-2	-10	-1.5	1	0.3	101
COc1ccccc1C(=O)NCCC(=O)N1CC(=O)Nc2ccccc21	-8	1	-2	1	-2	0.0	1	-0.1	117
Cc1noc(C)c1S(=O)(=O)NCc1ccc2c(c1)OCO2	3	1.1	13	4	-6	-0.2	1.1	0.8	116
O=C(CSc1nc2ccccc2c(=O)n1Cc1ccco1)c1ccc(F)cc1	18	1.1	0	2	18	-1.4	0.97	0.5	65
O=C(O)CCCCCNS(=O)(=O)c1ccc(Cl)cc1	11	1.1	20	2	-6	-0.4	1	1.2	97
COc1ccc(-c2noc(CN(C(=O)c3ccc(OC(C)=O)cc3)C(C)C)n2)cc1OC	-7	1.1	5	1	-47	-0.2	1	0.7	73
Cn1c(N)c(C(=O)COC(=O)C2(c3ccc(F)cc3)CCCC2)c(=O)n(C)c1=O	2	0.91	6	1	3	-0.3	0.99	1.0	41
Cc1cc(=O)n2nc(N3CCCC(C(=O)NCCCN4CCc5ccccc5C4)C3)sc2n1 (configuration not stated)	15	1	-1	0	7	0.0	1	0.2	107
CCOC(=O)N1CCC(N2Cc3cccc(C(=O)NCc4ccc5c(c4)OCO5)c3C2=O)CC1	-21	1.1	8	-4	-7	-0.7	0.96	1.3	72
CCn1c(=O)cc(SCC(=O)NCCCN2CCN(c3ccc(F)cc3)CC2)c2ccccc21	47*	1.3	-8	-6	·	·	1.1	0.5	91
COc1ccc(-n2[nH]c(C)cc2=O)cc1	14	1.1	0	-2	5	-0.5	1	0.3	111
Cn1c(CNc2nc3ccccc3n2C)nc2ccccc21	29	1.1	9	3	-13	-1.4	1	-0.8	101
COC(=O)c1ccccc1NC(=O)CN(C)S(=O)(=O)c1ccc(OC)cc1	6	1.1	-9	3	10	-1.3	1	-0.6	67
Cn1nc(C(=O)Nc2cccnc2)c2ccccc2c1=O	-3	1.1	1	3	-29	-0.7	1	-0.3	93
Cc1cc(NCC2CCCO2)n2c(nc3ccccc32)c1C#N (configuration not stated)	·	2.5*	17	i[fluorescence artefact?]	-9	-0.8	1	8.3	83
N#CCSc1nnc(Cc2ccc3c(c2)OCO3)o1	-6	1.1	3	3	-2	-0.2	0.98	-0.9	92
SMILES	5HT1a antag	Fluor 339 460	HTR1E antagonist	MMP-13 inhibitor	S1P1 ag-PAM	S1P3 agonist	A340 absorber	HTR1E agonist	Her2 expr inh
COc1ccc2cc(C(=O)NCc3ccco3)c(=O)oc2c1	2	3.3*	3	-52[fluorescence artefact?]	2	-0.2	1.4	0.1	94
c1ccc(-c2cn3c4c(sc3n2)CCCC4)cc1	28	1	8	5	22	-0.9	0.99	0.4	80
COC(=O)c1cccc(-n2nnnc2SCC(=O)Nc2nc3c(s2)CCCC3)c1	-9	1.3	1	-5	9	-0.7	0.98	0.6	122
CCOC(=O)C1C(=O)C=C(C)C(C(=O)OCC)C1c1ccc(OC)cc1 (configuration not stated)	22	0.93	4	4	3	0.0	1	-0.2	90
O=C(Cn1nc(-c2ccc(Cl)cc2)ccc1=O)N1CCN(c2ccccc2)CC1	-5	1.1	9	2	15	-1.5	1	0.4	60
COc1ccc(O)c(CN2CCN(C/C=C/c3ccccc3)CC2)c1	0	1	-16	-8	0	-0.1	1.1	0.1	102
CCc1ccc(C2CC(c3ccccc3Cl)Nc3nc(N)nn32)cc1 (configuration not stated)	-21	1.1	-11	3	-12	1.4	1.1	1.2	92
Cc1nc2ncnn2c(C)c1CCC(=O)N1CCc2ccccc21	7	1	-17	-3	-17	-0.6	0.97	0.0	87
O=C(Nc1cccc(F)c1)Nc1ccccn1	6	1	5	-1	·	·	1	-0.1	88
Cc1noc(-c2ccccc2OC(=O)c2ccccc2)n1	-4	1.1	3	0	6	-1.0	1	-1.2	152
O=C(CSc1nnnn1-c1ccc2c(c1)OCCO2)c1cccc2c1OCCO2	-6	1.1	2	5	7	-1.3	1.1	0.5	104
CCn1cc(C(=O)N2CC(C)CC(C)C2)c(=O)c2cc(S(=O)(=O)N(C)C)ccc21 (configuration not stated)	-18	1	-4	3	-12	0.2	1.1	0.8	104
CC1CCN(c2nc3c(c(=O)[nH]c(=O)n3C)n2CCSc2nc3ccccc3o2)CC1	7	1.1	1	4	0	-0.1	1	-0.8	94
CCCC(=O)N1CC2(CCC)CN(C(=O)CCC)CC(CCC)(C1)C2=O	4	1.1	-1	2	-8	-1.1	0.98	-0.8	136
CCOc1cccc2cc(C(=O)N3CCc4ccccc4C3)c(=O)oc12	24	1.2	12	1	30	-1.2	1.1	-0.9	100
O=C1CCCc2nn(-c3ccccc3)c(-c3ccncc3)c21	2	1.1	3	-9	7	-0.8	0.99	-0.4	82
CC(C)n1c(NCc2ccc(N(C)C)cc2)nc2ccccc21	-6	1.1	-3	-4	-7	0.9	1	0.4	98
O=C(NC1CCCCC1)N(Cc1ccc(F)cc1)Cc1nc2ccccc2c(=O)[nH]1	3	1	-9	-2	-2	0.4	0.99	-0.1	87
CCCCOc1cccc(C(=O)N(Cc2ccco2)C2CCS(=O)(=O)C2)c1 (configuration not stated)	-1	1.1	12	0	-1	-0.9	1	0.7	143
COc1ccc(/C(O)=C2\C(=O)C(=O)N(c3cc(C)on3)C2c2ccccc2OC)cc1 (configuration not stated)	·	0.98	5	-1	4	-5.0	1	-0.1	101
CCOc1cc(S(=O)(=O)NCCN2CCOCC2)c(C)cc1C	1	1	-4	4	·	-0.6	1	0.7	78
COCCn1c(SCC(=O)NCc2ccc3c(c2)OCO3)nnc1-c1c[nH]c2ccccc12	-2	1.1	2	0	17	-0.6	1	0.5	80
C[n+]1cnn2c1SCC1(COC1)C2	-10	1.1	1	3	-9	-0.5	0.97	-0.6	93
CCCn1c(NC(=O)c2ccc(Cl)c(S(=O)(=O)N3CCCC3)c2)nc2ccccc21	11	1.6	-16	5	48	-1.9	1.1	1.7	64
O=C(CCN1C(=O)c2ccccc2S1(=O)=O)N1CCN(c2ccccc2)CC1	-11	1.1	-4	-9	3	-0.4	0.99	0.7	83

Looked up by structure from the entries so far:
SMILES	5HT1a antag	Fluor 339 460	HTR1E antagonist	MMP-13 inhibitor	S1P1 ag-PAM	S1P3 agonist	A340 absorber	HTR1E agonist	Her2 expr inh
Cc1nc2ncnn2c(C)c1CCC(=O)N1CCc2ccccc21	7	1	-17	-3	-17	-0.6	0.97	0.0	87
COC(=O)c1cccc(-n2nnnc2SCC(=O)Nc2nc3c(s2)CCCC3)c1	-9	1.3	1	-5	9	-0.7	0.98	0.6	122
O=C(CCN1C(=O)c2ccccc2S1(=O)=O)N1CCN(c2ccccc2)CC1	-11	1.1	-4	-9	3	-0.4	0.99	0.7	83
COCCn1c(SCC(=O)NCc2ccc3c(c2)OCO3)nnc1-c1c[nH]c2ccccc12	-2	1.1	2	0	17	-0.6	1	0.5	80
c1ccc(-c2cn3c4c(sc3n2)CCCC4)cc1	28	1	8	5	22	-0.9	0.99	0.4	80
O=C(Cn1nc(-c2ccc(Cl)cc2)ccc1=O)N1CCN(c2ccccc2)CC1	-5	1.1	9	2	15	-1.5	1	0.4	60
CCc1ccc(C2CC(c3ccccc3Cl)Nc3nc(N)nn32)cc1 (configuration not stated)	-21	1.1	-11	3	-12	1.4	1.1	1.2	92

(list continues)
SMILES	5HT1a antag	Fluor 339 460	HTR1E antagonist	MMP-13 inhibitor	S1P1 ag-PAM	S1P3 agonist	A340 absorber	HTR1E agonist	Her2 expr inh
O=C(CCNS(=O)(=O)c1cccs1)N1CCCCCC1	7	1.1	0	6	-5	-0.3	1	0.2	87
CCOc1ccc(S(=O)(=O)N2CCN(C(=O)c3cccn3C)CC2)cc1	6	1	9	6	13	0.4	0.99	-0.6	116
O=CN1CCN(C(=O)c2ccccc2F)CC1	-6	1.1	1	-8	-11	-1.0	1	-1.0	85
COC(=O)c1cc(Br)c(=O)n(CCN2CCOCC2)c1	9	1.1	1	-1	-12	-1.4	1	0.1	92
COc1ccc2[nH]cc(C(=O)CN3CCCCC3C)c2c1 (configuration not stated)	-1	1.1	-2	2	-9	0.5	1	0.3	90
O=C(Cc1ccc(F)cc1)OCC(=O)c1cc2ccccc2o1	-1	1.1	1	-4	22	0.5	1	0.1	43
CCCSc1nnc(N2C(=O)CC(c3ccsc3)C3=C2CCCC3=O)s1 (configuration not stated)	-12	1	7	-1	-13	0.0	0.97	-0.4	95
